From PubChem BioAssay
Large T inhibition: TAg ATPase/helicase activity blockers – biochemical (AID 1903); hit rate 0.39% among 310,000; SV40 large T antigen ATPase/helicase inhibition assay; higher % means a stronger effect; inhibition, % at 20 µM; hits with a dose series show IC50 in µM; in the data active = a potency from the dose series; note: strong numbers were not always called active
GPR55 activation: GPR55 agonists via beta-arrestin recruitment, primary screen, imaging, U2OS cells, beta-arrestin-GFP redistribution (AID 1961) | U2OS GPR55 beta-arrestin-GFP redistribution imaging; higher % means a stronger effect | activation, % at 10 µM; hits with a dose series show EC50 in µM | hit rate 0.048% among 290,000;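 active = activation above 40% with more than 50 cells counted in the well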;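 note: U2OS osteosarcoma cells stably expressing GPR55 and beta-arrestin-GFP; plate controls were DMSO negative control for no effect and LPI positive control for full effect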
Yfh1-depleted yeast: mitochondrial function rescue without frataxin homolog – Friedreich's ataxia, plus single-dose screen, dose response (AID 1465) | S. cerevisiae Yfh1-off respiration, WST-1 reduction, 72 h; higher fold induction means a stronger effect | fold induction at 50 µM, or EC50 in µM where a hit was titrated | hit rate 0.074% among 220,000;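 active = fold induction of absorbance versus untreated yeast above a set limit, then at least 30% activation at any dose in follow-up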;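 note: activators that raise dye reduction in frataxin-depleted yeast; strong numbers were not always called active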
NTR1 agonist: agonists of NTR1, primary screen, imaging, U2OS cells, beta-arrestin-GFP, high content (AID 493036) | activation, % at 20 µM | hit rate 0.17% among 330,000 | P30989 | NTR1-U2OS beta-arrestin-GFP spot imaging, agonist mode;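 active = activation at or above 40% of the spot to cytoplasm intensity ratio, with at least 20 cells analyzed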;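 note: 0% = DMSO without peptide and 100% = 100 nM NTR1 peptide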
Target sequence (P30989 whole entry, looked up): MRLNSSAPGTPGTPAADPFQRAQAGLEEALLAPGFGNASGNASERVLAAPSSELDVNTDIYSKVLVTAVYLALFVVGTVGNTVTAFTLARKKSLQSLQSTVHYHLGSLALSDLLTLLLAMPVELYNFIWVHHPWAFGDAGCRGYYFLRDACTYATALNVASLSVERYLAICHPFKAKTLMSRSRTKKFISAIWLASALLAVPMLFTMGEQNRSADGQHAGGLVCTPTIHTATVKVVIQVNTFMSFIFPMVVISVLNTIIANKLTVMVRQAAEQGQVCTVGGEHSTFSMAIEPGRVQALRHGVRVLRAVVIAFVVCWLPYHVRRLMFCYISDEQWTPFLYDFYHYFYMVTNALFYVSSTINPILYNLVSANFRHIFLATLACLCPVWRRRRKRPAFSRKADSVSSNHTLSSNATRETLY
GPR35 arrestin U2OS: GPR35 antagonists blocking zaprinast-driven arrestin recruitment, primary screen, imaging, U2OS, beta-arrestin-GFP, zaprinast agonist (AID 2058). one-dose inhibition, % at 10 µM; IC50 in µM for titrated hits. U2OS GPR35 beta-arrestin-GFP translocation imaging, zaprinast antagonism; higher % means a stronger effect. hit rate 0.052% among 290,000;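 active = inhibition of at least 50% with at least 30 cells and total cytoplasm GFP at most 10,000,000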
MgcRacGAP inhibition: MgcRacGAP GTPase-activating activity inhibitors, confirmation, biochemical, ADP Hunter fluorescence | hit rate 0.6% among 340,000 | MgcRacGAP-stimulated Rac1 GTP hydrolysis, ADP Hunter fluorescence; higher % means a stronger effect; GST-tagged Rac1 F28L mutant substrate | inhibition, % at 30 µM; hits with a dose series show IC50 in µM;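 active = first-screen hits whose inhibition reached a set limit at any dose in the follow-up dose series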;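 note: fluorescence reports GDP produced by GAP-driven GTP hydrolysis; strong numbers were not always called active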
NS5 inhibitors: flavivirus cap methylation enzyme inhibition – biochemical, confirmation dose response, primary screen (AID 588689). Dengue-2 NS5 methyltransferase capping enzyme assay, biochemical; higher % means a stronger effect. one-dose inhibition, % at 25 µM; IC50 in µM for titrated hits. hit rate 0.3% among 340,000; in the data active = a potency from the dose series
AID2073: inhibitors of Mint1-CaV2.2 protein interaction, biochemical, HTRF (AID 2073) | HTRF protein-protein interaction, Mint1-CaV2.2; higher % means a stronger effect | inhibition, % at 20 µM, or IC50 in µM where a hit was titrated | hit rate 0.19% among 290,000; in the data active = inhibition mostly above about 51%, no sharp cut-off; note: some results filed as inactive read as strong as hits
GPR55 antagonists: GPR55 antagonists blocking LPI-driven arrestin recruitment, primary screen, imaging, U2OS, beta-arrestin-GFP, LPI agonist (AID 2013). U2OS GPR55 beta-arrestin-GFP translocation imaging, LPI antagonism; higher % means a stronger effect. inhibition, % at 10 µM, or IC50 in µM where a hit was titrated. hit rate 0.13% among 290,000;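 active = spots per cell inhibited over 60%, with over 100 cells counted and total cytoplasm intensity under 500,000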;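 note: U2OS cells stably carrying GPR55 and arrestin-GFP stimulated by 5 µM LPI near EC80; imaged beta-arrestin-GFP aggregate spots per cell after agonist stimulation; plate controls were LPI-stimulated DMSO wells for no effect and DMSO wells without LPI for full effect; some results filed as inactive read as strong as hits; confirmed hits need IC50 under 10 µM and bright autofluorescent wells are also inconclusive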
NTR1 agonist cell count 20 µM: further read-out of NTR1 agonist, marked with its call; cell count; measured here: cell count, cytotoxicity flag
Starred values were filed as active, the others as inactive; i = inactive; · = not tested or not shown.

SMILES	Large T inhibition	GPR55 activation	Yfh1-depleted yeast	NTR1 agonist	NTR1 agonist cell count 20 µM	GPR35 arrestin U2OS	MgcRacGAP inhibition	NS5 inhibitors	AID2073	GPR55 antagonists
O=[N+]([O-])c1ccc(/C=N/Nc2ccccn2)cc1	-2%	0.4%	·	0.9	84	-3%	-2%	-3%	15%	-4%
COc1ccc(CN(C)C(=O)c2ccc(COc3ccccc3)cc2)c(OC)c1	6%	0.4%	·	1.3	62	11%	7%	3%	-6%	10%
O=C1c2ccccc2-c2c1cccc2C(=O)N1CCOCC1	24%	0.4%	i	-1.1	50	8%	-9%	3%	15%	-12%
O=C(N/N=C/c1ccc[nH]1)c1ccccc1[N+](=O)[O-]	18%	-0.3%	i	2.2	71	-8%	6%	5%	6%	4%
CC(C)(C)OC(=O)N1C[C@H](O)C[C@H]1C(=O)OCC(=O)c1ccc([N+](=O)[O-])cc1	17%	0.6%	·	-0.3	53	-12%	3%	26%	-55%	1%
O=C(Nc1cc(SCCO)cc([N+](=O)[O-])c1)c1ccco1	16%	-0.2%	i	1.8	43	2%	6%	1%	4%	12%
COc1ccc(CC(=O)N/N=C/c2c(C)n(C)c3ccccc23)cc1OC	8%	-0.1%	i	4.8	48	-1%	·	·	-8%	-26%
CC(NC(=O)c1cc(=O)[nH]c2ccc(Br)cc12)c1ccccc1 (stereo unspecified)	10%	-0.5%	i	-0.4	32	0%	·	·	0%	-9%
CCOC1C(=O)NC(=O)N1Cc1ccccc1 (stereo unspecified)	1%	-0.1%	·	-0.2	64	2%	14%	-2%	-8%	-12%
Cc1nn2c(NCCOCCO)c3c(nc2c1-c1ccccc1)CCC3	4%	-0.1%	i	5.3	59	0%	16%	1%	23%	2%
CCCc1nc(SCC(=O)N2CCCC2)c2ccccc2n1	17%	-0.1%	i	-0.7	62	8%	4%	0%	-7%	87%
Cc1nc(-c2coc3cc(C)c(N=O)c(O)c3/c2=N\N)cs1	14%	0.1%	i	-0.4	63	-7%	6%	-8%	2%	4%
Cc1ccc(S(=O)(=O)NCCC(=O)NC(C)CCc2ccccc2)cc1 (stereo unspecified)	9%	·	·	0.4	72	·	4%	-6%	·	·
Cc1cccn2c(=O)c3cc(C(=O)NCc4cccnc4)c(=N)n(CC4CCCO4)c3nc12 (stereo unspecified)	4%	0.6%	·	1.5	54	0%	10%	1%	29%	-6%
CN(C)C(=O)CSc1nnc(Cc2ccc([N+](=O)[O-])cc2)o1	6%	-0.1%	i	0.8	44	5%	5%	-3%	7%	-3%
CN(Cc1nc(CCc2ccccc2)no1)Cc1cccs1	8%	0.4%	i	-0.4	41	16%	-4%	-7%	-3%	-7%
Cc1cc(=O)oc2cc(OCC(=O)c3ccccc3)ccc12	1%	-0.1%	·	-0.7	38	8%	13%	5%	10%	-13%
C[C@@]12C(=O)N(c3cccc(F)c3)C(=O)N1[C@H](c1ccc(Cl)cc1)[C@@H]1C(=O)N(C3CCCCC3)C(=O)[C@@H]12	10%	·	·	1.6	61	·	7%	0%	·	·
COC(=O)CC1C(=O)NCCN1C(=O)c1ccc([N+](=O)[O-])cc1 (stereo unspecified)	6%	0.0%	·	0.5	92	4%	4%	-4%	16%	2%
COc1ccc(Cl)cc1NC(=O)CSc1nnc(Cn2c(=O)sc3ccccc32)n1C	1%	0.0%	i	4.3	66	-3%	6%	1%	19%	2%

Structures from the list above that contain a Cl atom:
SMILES	Large T inhibition	GPR55 activation	Yfh1-depleted yeast	NTR1 agonist	NTR1 agonist cell count 20 µM	GPR35 arrestin U2OS	MgcRacGAP inhibition	NS5 inhibitors	AID2073	GPR55 antagonists
C[C@@]12C(=O)N(c3cccc(F)c3)C(=O)N1[C@H](c1ccc(Cl)cc1)[C@@H]1C(=O)N(C3CCCCC3)C(=O)[C@@H]12	10%	·	·	1.6	61	·	7%	0%	·	·
COc1ccc(Cl)cc1NC(=O)CSc1nnc(Cn2c(=O)sc3ccccc32)n1C	1%	0.0%	i	4.3	66	-3%	6%	1%	19%	2%

New compounds follow.
SMILES	Large T inhibition	GPR55 activation	Yfh1-depleted yeast	NTR1 agonist	NTR1 agonist cell count 20 µM	GPR35 arrestin U2OS	MgcRacGAP inhibition	NS5 inhibitors	AID2073	GPR55 antagonists
O=C(CN1CCN(Cc2ccccc2F)C1=O)NCc1cccnc1	2%	1.2%	i	0.2	48	2%	1%	1%	-12%	0%
CC(=O)/C(N=Nc1ccc(OC(F)(F)F)cc1)=C(\C)O	6%	-0.2%	i	1.2	66	-16%	2%	2%	2%	-2%
O=C(c1cccs1)N(Cc1ccco1)c1nc(-c2ccc(F)cc2)cs1	16%	-0.4%	i	3.1	47	0%	3%	-3%	2%	9%
NC(=O)c1ccccc1OCCOCCOCCOc1ccccc1C(N)=O	0%	-0.1%	i	2.5	85	9%	4%	1%	0%	0%
Cc1ccccc1C(=O)Nc1cc(S(=O)(=O)N2CCCCC2)ccc1N1CCN(C)CC1	-1%	-0.4%	i	1.8	43	15%	6%	-2%	0%	-11%
Cc1ccc(Cn2nnnc2CN2CCC(NC(=O)c3ccccc3F)CC2)cc1	3%	0.0%	i	6.2	67	-11%	14%	2%	2%	14%
COc1ccc(C2CC(c3ccc4ccccc4c3)=NN2C(=O)CSc2ncccn2)cc1 (stereo unspecified)	8%	0.4%	i	3.9	37	-12%	7%	-10%	28%	3%
O=c1c(C=NCc2cccnc2)c(C(F)(F)F)[nH]n1-c1nc2ccccc2s1	6%	0.2%	i	1.7	43	2%	14%	10%	4%	3%
Cc1cc(C(=O)N(C)C2CCCCC2)no1	27%	-0.2%	·	-0.6	55	6%	7%	-1%	4%	14%
O=C(CSc1nnc(Cc2ccccc2)o1)Nc1cccc(F)c1	7%	-0.1%	·	-0.3	63	-4%	6%	6%	8%	28%
CCC(CC)c1nnc(NC(=O)CN2C(=O)C3C4C=CC(C4)C3C2=O)s1 (stereo unspecified)	1%	-0.1%	i	3.6	38	-8%	11%	-20%	5%	0%
Cc1[nH]c2ccccc2c1C(=O)C(=O)Nc1ccc2c(c1)OCCO2	1%	-0.1%	·	0.2	60	-21%	2%	-2%	1%	-14%
CCC(C)NC(=O)Nc1ccccc1C (stereo unspecified)	22%	-0.1%	i	0.1	52	3%	7%	-3%	4%	-4%
CCc1c(O)nc(SCC(=O)Nc2ccccc2C)[nH]c1=O	0%	-0.1%	i	2.5	54	2%	-4%	-6%	4%	9%
Cc1ccc(C(=O)NNC(=O)Cc2nc3nc(C)cc(C)n3n2)cc1	1%	-0.2%	·	2.8	44	18%	0%	-8%	-5%	-16%
Cc1oc2ccc(O)cc2c1C(=O)c1ccc(Br)cc1	20%	·	·	6.1	52	·	5%	2%	·	·
CC(C)C(=O)NC(=S)Nc1ccccc1C(=O)NC1CCCCC1	24%	-0.2%	i	2.2	41	6%	5%	4%	-19%	5%
CCOC(=O)c1cc2nc(Nc3ccc(OC)cc3)sc2s1	25%	0.1%	i	3.4	35	-11%	12%	-16%	10%	17%
CCCCOc1ccc(-c2nc(=S)[nH][nH]2)cc1	13%	-0.1%	i	-0.3	57	-1%	13%	-3%	13%	-7%
Cn1c(=O)c2c(ncn2CC(=O)N2CCN(c3ccc([N+](=O)[O-])cc3)CC2)n(C)c1=O	9%	-0.2%	i	0.4	47	-10%	5%	5%	25%	-1%
Cc1cccc(Cc2ncc(C(F)(F)F)cc2Cl)c1	6%	0.0%	·	-0.5	70	-10%	11%	-3%	22%	19%
CNS(=O)(=O)c1cccc(C(=O)OCC(=O)Nc2ccc(N3CCCCC3)cc2)c1	9%	0.5%	i	1.2	50	-15%	10%	-11%	-4%	-8%
COc1ccc(CCc2nnc(NS(C)(=O)=O)s2)cc1	5%	0.8%	·	1.8	75	36%	5%	2%	8%	5%
CSC1=NCCN1C(=O)COc1ccccc1	13%	0.3%	i	3.5	50	2%	5%	4%	-9%	-10%
COc1cccc(C(=O)COc2ccc3c(C)c(Cc4ccccc4)c(=O)oc3c2C)c1	10%	0.1%	i	-1.7	70	-6%	·	·	10%	3%
Cc1ccc(NC(=O)c2ccc3c(=O)n4c(nc3c2)CCCCC4)nc1	2%	·	·	2.5	67	·	11%	-2%	·	·
O=C(COc1ccc2c3c(c(=O)oc2c1)CCCC3)NCCCN1CCCC1=O	8%	0.3%	·	1.4	51	5%	10%	-2%	14%	12%
C/C(=N\Nc1nc(C)cc(-c2ccccc2)n1)c1ccc(F)cc1	10%	0.2%	·	0.9	64	-6%	7%	-9%	-1%	-5%
O=C(Nc1ccccc1Cl)c1cccc(NS(=O)(=O)c2ccccc2)c1	4%	-0.2%	i	·	·	-3%	·	·	11%	16%
Cc1nnc2sc(-c3ccc(-c4ccc(Cl)c(C(F)(F)F)c4)o3)nn12	·	-0.1%	i	5.2	43	13%	10%	15%	0%	1%
CCOC(=O)N1CCN(CC(=O)c2ccc3c(c2)CCN3)CC1	15%	0.3%	i	0.7	65	-3%	14%	-4%	-8%	15%
CCc1ccc(OCc2ccc(C(=O)OC)o2)cc1	24%	-0.3%	·	-0.1	82	-19%	8%	-2%	12%	3%
O=S(=O)(Cc1ncc(C(F)(F)F)cc1Cl)c1ccccc1	1%	-0.1%	·	0.2	58	-3%	5%	1%	8%	-21%
CCOC(=O)C(=O)Nc1ccccc1C(=O)OC	-6%	-0.3%	i	1.8	41	-4%	-1%	4%	-2%	3%
CC(C)Oc1ccc(C(=O)Nc2ccc(N3CCCCC3)cc2)cc1	1%	-0.3%	i	1.9	38	·	11%	2%	16%	3%
CCCCNC(=O)c1cc2c(=O)n3cccc(C)c3nc2n(CCN2CCOCC2)c1=N	11%	0.2%	·	0.2	44	1%	16%	-7%	16%	6%
Cc1ccc(/C=N/NC(=O)Cn2cnc3ccccc32)o1	3%	-0.1%	i	2.7	83	3%	3%	-4%	32%	8%
COc1ccc(-c2nn(-c3ccccc3)cc2C(=O)O)cc1N	10%	-0.3%	·	0.6	60	-16%	-3%	-10%	1%	-4%
COc1ccc(N2CC(C(=O)Nc3cccc(C)n3)CC2=O)cc1 (stereo unspecified)	16%	-0.1%	i	-0.4	96	4%	7%	-1%	-8%	7%
COc1ccc(CNC(=O)CN(C)S(=O)(=O)c2ccc3c(c2)n(C)c(=O)c(=O)n3C)cc1	8%	0.0%	·	0.3	66	-13%	7%	-6%	16%	6%
COc1ccc(-c2csc3ncnc(Oc4cccc5ccc(C)nc45)c23)cc1	20%	-0.1%	i	0.5	40	7%	9%	-5%	15%	8%
COc1ccc(NC(=O)CCS(=O)(=O)c2ccc3c(c2)CCCN3C(C)=O)cc1Cl	0%	-0.2%	i	-0.8	82	1%	8%	7%	-6%	10%
CC1CC(=O)Nc2ccccc2N1S(=O)(=O)c1ccc(Cl)cc1 (stereo unspecified)	6%	-0.1%	i	1.4	63	-4%	1%	8%	-8%	16%
O=C1C2C3C=CC(CC3)C2C(=O)N1c1ccc([N+](=O)[O-])cc1 (stereo unspecified)	3%	-0.3%	·	1.3	71	-8%	13%	·	2%	-8%
